CF NFkB inh – blocks PAF-induced NF-kB reporter in cystic fibrosis cells; actives 0.86% (n = 360,000); inhibition, % at 5 µM; KKLEB NF-kB-GFP reporter, GFP fluorescence overnight; AID 588850;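 active means at least 50% inhibition at 5 µM, scaled per plate between neutral and stimulator controls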;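 further: PAF is a Pseudomonas aeruginosa culture filtrate used as stimulus; plate controls were PAF-stimulated DMSO wells for no effect and unstimulated DMSO wells for full effect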
NR2E3 ag-1 – activates human photoreceptor nuclear receptor NR2E3 | Q9Y5X4 | GST-NR2E3/biotin-RetCOR TR-FRET, 1536-well | inhibition of corepressor binding, % at 4.78 µM | actives 0.12% (n = 320,000) | AID 2300;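 active means percent inhibition above the cutoff of mean plus 3 SD of all tested compounds, set per screening campaign, cut at about 20% in these data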;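 further: 0% = DMSO wells and 100% = biotin wells as full block of FRET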
Target sequence (Q9Y5X4 whole entry, looked up): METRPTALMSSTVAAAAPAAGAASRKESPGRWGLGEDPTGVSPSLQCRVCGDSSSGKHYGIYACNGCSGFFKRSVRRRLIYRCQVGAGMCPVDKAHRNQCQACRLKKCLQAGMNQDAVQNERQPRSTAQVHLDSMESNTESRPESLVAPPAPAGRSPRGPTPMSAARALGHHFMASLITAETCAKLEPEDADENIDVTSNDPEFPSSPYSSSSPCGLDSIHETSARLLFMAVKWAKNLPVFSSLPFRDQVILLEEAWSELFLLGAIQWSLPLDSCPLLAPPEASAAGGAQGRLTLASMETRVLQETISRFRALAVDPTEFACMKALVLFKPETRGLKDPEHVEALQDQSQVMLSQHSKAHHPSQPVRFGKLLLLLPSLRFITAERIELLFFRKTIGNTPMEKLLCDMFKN
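Test system – NR2E3–RetCOR corepressor complex · Quantity – NR2E3 fusion 1.35 nM · Buffer or medium – Tris pH 7.5 · Incubation – Compound–protein incubation for 5 h at 4 °C · Technique – TR-FRET, Eu(K)-anti-GST donor, streptavidin-D2 acceptor, ex 340, em 617/671 nm · Evaluation – percent inhibition of 671/617 nm emission ratio versus biotin and DMSO controls · Plate – 1536-well format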
Vif inh – HIV Vif inhibition; inhibition, % at 7.49 µM; actives 0.35% (n = 340,000); HEK293T cells, Vif self-association by quenched fluorescence, imaging, 24 h; in the data active means inhibition above about 50%, passing the limit was not always enough; inconclusive means no clear call, values can overlap the other calls; inactive means below about 31%; further: some results filed as inactive read as strong as hits
Shn3 inh set2 – inhibitors of Schnurri-3 3'UTR reporter in osteoblasts; actives 0.52% (n = 360,000); Clone20 osteoblast Shn3 3'UTR firefly luciferase, 24 h; inhibition, % at 12.5 µM;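 active means mean inhibition of at least 75% with every replicate also reaching 75%; inconclusive means mean inhibition at least 75% but some replicate below; inactive means mean inhibition below 75%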;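 further: 0% = median of neutral control wells and 100% = pilot-screen positive control compound; some compounds past the cut are filed as inactive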
HIF-2a block – HIF-2a inhibition; AID 624352; 786-0 RCC cells HIF-2a reporter, luciferase luminescence, overnight; inhibition, % at 18.8 µM; actives 0.72% (n = 360,000);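 active means inhibition of the luminescence signal of 40% or more relative to plate controls, in a single-dose primary screen at 18.75 µM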
KKLEB cytotox – CF airway cell cytotoxicity counter-screen; KKLEB CF airway cells viability, ATPlite luminescence, overnight; active compounds read low; cells stimulated with P. aeruginosa culture filtrate; activity change (cytotoxicity), % at 5 µM; actives 0.36% (n = 360,000); AID 602141;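 active means corrected activity change at or below -50% at 5 µM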
NR2E3 ag-2 – activates human NR2E3 receptor. Q9Y5X4. inhibition of corepressor binding, % at 3.98 µM. AID 602229. CHO-S Gal4-NCOR/VP16-NR2E3 two-hybrid, luciferase. actives 0.35% (n = 360,000);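 active means inhibition above the mean of all tested compounds plus 3 SD, cut at about 70% in these data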;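 further: 0% = DMSO with NR2E3 transfected cells and 100% = cells lacking NR2E3 construct; higher means lower luciferase signal from less NR2E3 corepressor binding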
Peg3 prom inh – Peg3 promoter activity inhibition. HeLa PEG-Prom luciferase reporter, luminescence, overnight. inhibition, % at 20 µM. actives 1.7% (n = 360,000). AID 588405;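 active means inhibition of at least 50% at 20 µM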
TRPM1 prom inh – MITF TRPM1 promoter inhibition in SK-MEL-5 cells; SK-MEL-5 TRPM1 promoter luciferase, 24 h; inhibition, % at 12.5 µM; actives 0.83% (n = 330,000); AID 488899;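 active means mean inhibition across replicates of 60% or more, whatever share of single replicates reaches that level; inconclusive means some that reach 60%, reason not given; inactive means mean inhibition across replicates below 60%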; further: values of inactives mirror those of a sister screen read the other way
CaV13 ICDI inh – Primary screen for inhibitors of IQ motif and Ca2+-dependent inactivation inhibitor domain binding in CACNA1D, Förster resonance energy transfer in living cells, …. HEK cells, CFP/YFP FRET ICDI-IQ, plate reader, 10 min; percent FRET-ratio fall versus neutral wells. inhibition, % at 12.3 µM. actives 0.098% (n = 340,000). AID 743397;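 active means mean replicate inhibition of at least 30% and at least 1% of replicates passing that level; inconclusive means only one of the two criteria is met; inactive means neither criterion is met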;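 further: 0% = median of the neutral control wells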
PDI turbidity – PDI (human) enzyme inhibition | P07237 | PDI insulin aggregation turbidity, A650, 90 min | inhibition, % at 10 µM | actives 0.052% (n = 350,000);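 active means mean inhibition across replicates of 30% or more, whatever share of single replicates reach that level; inconclusive means mean inhibition below 30% while every single replicate reaches 30%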;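 further: absorbance from insulin aggregation driven by PDI reduction with DTT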
Target sequence (P07237 whole entry, looked up): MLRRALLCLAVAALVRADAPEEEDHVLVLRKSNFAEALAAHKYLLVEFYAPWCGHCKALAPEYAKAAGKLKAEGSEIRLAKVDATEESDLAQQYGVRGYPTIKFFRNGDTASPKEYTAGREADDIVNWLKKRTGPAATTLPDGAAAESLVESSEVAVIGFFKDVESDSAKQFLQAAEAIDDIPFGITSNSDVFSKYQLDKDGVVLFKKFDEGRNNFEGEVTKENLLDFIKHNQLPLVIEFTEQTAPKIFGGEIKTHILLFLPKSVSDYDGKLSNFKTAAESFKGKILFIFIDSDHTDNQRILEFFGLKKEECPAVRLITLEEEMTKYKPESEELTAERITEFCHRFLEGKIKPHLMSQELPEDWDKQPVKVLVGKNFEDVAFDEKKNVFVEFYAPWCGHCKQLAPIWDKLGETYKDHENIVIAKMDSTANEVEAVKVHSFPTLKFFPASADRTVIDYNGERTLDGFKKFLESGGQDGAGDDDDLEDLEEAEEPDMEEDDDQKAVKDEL
Numbers without * were called inactive; ? = inconclusive; / = not tested or not shown. This is a random part of the collection; any-hit rate near 3.3%.

SMILES	CF NFkB inh	NR2E3 ag-1	Vif inh	Shn3 inh set2	HIF-2a block	KKLEB cytotox	NR2E3 ag-2	Peg3 prom inh	TRPM1 prom inh	CaV13 ICDI inh	PDI turbidity
N#C/C(=C\c1ccc(O)c(O)c1)C(=O)N1CCc2ccccc21	-15	5	0	-9	-17	-9	21	-17	2	-6	5
Oc1cccc2cc3cccc(O)c3c(O)c12	-24	2	-2	-12	-16	-11	-35	-10	-3	/	-10
O=C(COC(=O)c1ccc(S(=O)(=O)C(F)F)cc1)Nc1ccccc1C(=O)NC1CC1	9	3	-6	0	-2	0	15	-8	-10	-6	4
N#Cc1cc2cc3c(cc2nc1NCCNC(=S)NCCCN1CCOCC1)OCO3	-39	-1	-3	10	-3	-4	-15	6	5	18	-1
CCn1c(CCC(=O)Nc2cc(F)ccc2C)nc2cc(S(=O)(=O)N(C)C)ccc21	-1	1	?	-28	17	6	-14	14	2	-3	-4
CCCc1cc(C(F)(F)F)c(C#N)c(=O)[nH]1	9	4	9	-6	21	-1	3	11	-6	-5	-3
CCOC(=O)C(=CNc1cc(C)ccc1-n1cccc1)C(=O)OCC	11	7	-2	/	4	-6	-18	5	2	-2	-9
CCCSc1ccccc1C(=O)N1CCN(C(=O)c2ccco2)CC1	-4	6	8	-8	11	-8	-13	8	8	-6	-4
COc1ccc(C(=O)Nc2ccc(NC(=O)c3cc(OC)c(OC)c(OC)c3)cn2)cc1	7	3	9	-12	10	-3	-19	-6	2	-4	2
CCCc1ccc(S(=O)(=O)NCCc2ccncc2)cc1	1	4	1	24	4	-1	45	11	35	-4	-13
OCC1OC(n2cnc3c(N4CCCCC4)ncnc32)C(O)C1O (stereo not drawn)	-3	/	8	10	15	2	0	8	3	-4	0
N#Cc1cc(N)ccc1Sc1ccccc1	-16	-1	2	7	-15	0	-8	6	-16	-6	-8
CCCCN1C(=O)NC(NC(=O)C2CC2)(C(F)(F)F)C1=O (stereo not drawn)	9	3	1	15	20	3	22	11	-10	-7	11
Cc1ccc(S(=O)(=O)NCCc2nnc3ccc(SCc4cccnc4)nn23)cc1	5	2	8	-11	17	-1	-29	16	-10	-6	-5
COc1ccc(CNC(=O)COC(=O)Cc2ccsc2)cc1	-16	2	-2	11	10	-6	-1	3	-12	-2	-1
CC(C)Sc1nnc(CNC(=O)C23CC4CC(CC(C4)C2)C3)n1C1CCCCC1	-6	-1	-31	35	15	12	3	10	-12	-5	17
CCOC(=O)c1c(C)[nH]c(C(=O)N/N=C/c2ccc(OC)c(OC)c2)c1C	8	-2	-6	19	-2	-5	-4	22	19	-15	-6
O=C(Nc1ccc(N2CCOCC2)c(Cl)c1)c1ccc(-n2cnnc2)cc1	1	1	17	-1	7	-2	-13	19	6	-9	1
COc1ccc(N2CCN(C(=O)CN(c3cccc(Br)c3)S(C)(=O)=O)CC2)cc1	10	4	10	-7	13	2	18	8	-13	-6	-3
O=C(Cc1ccccc1F)OCC(=O)N1CCN(C(=O)c2ccco2)CC1	-7	3	0	2	20	-14	1	1	-3	11	11
Nc1ccc2nc(CCCCCCc3nc4ccc(N)cc4[nH]3)[nH]c2c1	8	1	1	4	18	-6	10	9	15	5	-2
COc1cc(C(=O)OCC(=O)Nc2ccc(SC(F)F)cc2)cc(OC)c1OC	-18	-1	-4	1	12	11	10	3	-10	-15	-6
CCc1cc(C(c2ccc(OC)c(OC)c2)N2CCOCC2)c(NC(=O)c2ccccc2)s1 (stereo not drawn)	19	-2	2	-6	15	-9	-4	14	2	-6	-1
CSc1cccc(NC(=O)Cn2cnc(S(=O)(=O)N3CCCC3)c2)c1	-16	6	-2	18	7	8	-14	16	11	-10	4
CN(C)S(=O)(=O)c1ccc(C(=O)NC(=O)CSc2ccccc2)cc1	3	1	-2	-5	15	6	0	-3	9	-6	2
S=c1[nH]nc(-c2cccs2)n1/N=C/c1cn(-c2ccccc2)nc1-c1ccc(Cl)cc1	7	-1	/	-41	4	-5	-15	2	-9	-5	-67
CC(C)(C)c1ccc(CS(=O)CC(O)CO)cc1 (stereo not drawn)	3	-2	-2	10	9	5	-16	-2	6	-5	-7
Cc1ccsc1C(=O)OCC(=O)Nc1ccc(Cl)cn1	-10	/	-4	-32	-31	5	-13	-161	-45	-3	-2
CC(OC(=O)c1cc(S(=O)(=O)N2CCOCC2)ccc1F)C(=O)NC1CCCC1 (stereo not drawn)	26	2	50	12	17	-19	-7	-6	-6	-6	-9
COc1ccc(N(C)C(=S)Nc2ccc3nc(C)c(C)nc3c2)cc1	16	3	-2	-4	-2	-8	-15	-4	-4	-22	-9
Nc1nnc(SCC(=O)Nc2ccc(N3CCOCC3)cc2)s1	-3	1	0	91*	-38	13	5	-34	-5	-2	0
CCOC(=O)N1CCN(CC(O)COc2ccccc2C(C)CC)CC1 (stereo not drawn)	-3	-3	-3	-2	8	7	-36	3	6	/	12
Cc1ccc(-n2ncc3c(=O)n(CC(N)=O)cnc32)cc1C	-7	2	2	18	-49	-1	-28	-37	-29	-2	-3
NC(=O)c1ccccc1NC(=O)/C=C/c1ccccc1	0	0	-3	-53	-227	3	-91	-310	-27	-3	3
CC(C)(C)NC(=O)Nc1ccc(Cn2cc(C(F)(F)F)ccc2=O)cc1	2	2	1	2	17	-16	-30	8	4	-3	-2
CC(C)c1ccc2oc(-c3ccc(NC(=O)c4ncn[nH]4)cc3)nc2c1	1	-5	-7	-44	-117	26	/	-205	-18	-10	-6
O=C(c1cccs1)N1CCN(c2nc3ccc([N+](=O)[O-])cc3s2)CC1	-25	0	0	69	-1	5	15	10	-10	-6	-9
COc1ccc(C(=O)Nc2ncc3c(n2)CC(c2ccco2)CC3=O)cc1 (stereo not drawn)	-11	0	1	20	14	10	-24	17	6	-5	13
O=C(Nc1ccc(Cl)c(Cl)c1)Nc1ccccc1C(=O)O	-6	5	-8	36	-146	-6	-139	-126	-7	-6	-7
CCc1ccc(CN(C)CC(=O)Nc2sccc2C#N)cc1	-27	-3	0	20	-10	6	-12	2	-2	-3	-4
c1ccc2c3c(c(CN4CCCC4)cc2c1)COC3	-2	-1	-7	-17	6	-2	1	12	7	6	-4
Cc1cc(N2CCCC2)ccc1NC(=O)CN1C(=O)NC(C)(c2ccccc2)C1=O (stereo not drawn)	-20	0	-12	-18	5	8	-2	9	3	/	6
O=C(O)c1ccc(Cn2cnc3c(=S)nc[nH]c32)cc1	-15	/	11	3	12	9	-10	14	-1	-10	3
COc1ccc(-c2ccc(S(=O)(=O)NCC3CCCO3)cc2)cc1 (stereo not drawn)	-7	1	-3	28	12	-13	-10	15	13	/	-2
C=CCNc1ncnc2c1ncn2[C@H]1CN(Cc2ccccc2)C[C@@H](COC(C)=O)O1	10	/	3	-3	10	-6	15	5	/	-10	9
CN(C)c1nc(SCC(=O)Nc2ccc(Cl)c(Cl)c2)nc(N2CCOCC2)n1	-1	4	-9	1	12	-3	20	12	9	-2	4
CCC(=O)N(C)C[C@H]1Oc2ncc(C#Cc3cccnc3)cc2C(=O)N([C@@H](C)CO)C[C@@H]1C	-5	/	3	7	5	-10	-6	-3	/	-4	0
O=C(Nc1ccc(F)cc1)C1COc2ccccc2O1 (stereo not drawn)	1	3	-8	-52	-134	3	-25	-107	-76	-14	-6
COc1ccc(CSc2nnc(C)n2N)cc1Br	7	2	-10	-5	3	3	-14	2	-9	-5	3
N#Cc1c2c(c(Nc3ccccc3)n3c1nc1ccccc13)CCC2	7	3	-10	2	7	-13	2	22	-2	/	-1
Additional results
SMILES	CF NFkB inh	NR2E3 ag-1	Vif inh	Shn3 inh set2	HIF-2a block	KKLEB cytotox	NR2E3 ag-2	Peg3 prom inh	TRPM1 prom inh	CaV13 ICDI inh	PDI turbidity
Cc1ccc2[nH]c(O)c(N=NC(=O)C(C)n3cnc4ccccc4c3=O)c2c1 (stereo not drawn)	-9	-4	-5	-9	3	-1	24	13	19	-3	11
O=C(NCCCCCc1nc2ccccc2[nH]1)c1ccccc1Cl	0	-1	0	0	9	-1	11	14	-6	-19	-23
CC(=O)c1cccc(NC(=O)C2CCCN2S(=O)(=O)c2ccccc2C(F)(F)F)c1 (stereo not drawn)	6	/	5	4	-1	6	7	10	/	-5	-16
CCn1c(=O)cc(OCC(=O)N2CCN(c3cccc(C(F)(F)F)c3)CC2)c2ccccc21	-3	3	-11	20	14	-8	-1	26	-2	-5	-4
CC(=O)c1ccc(S(=O)(=O)N2CCCc3ccccc32)cc1	3	2	-5	-15	-7	5	-22	13	0	-3	6
Cc1ccc2c(COC(=O)C3CC(=O)N(c4ccc5c(c4)OCCO5)C3)cc(=O)oc2c1 (stereo not drawn)	-26	/	-7	21	-5	13	-8	3	-1	-8	14
Nc1nnc(-c2ccc(Cl)c(Cl)c2)s1	18	5	0	-15	-156	-21	3	-82	-26	1	-9
COCCN(C(=O)CSc1nnc(-c2cccc(F)c2)n1N)c1c(N)n(CC(C)C)c(=O)[nH]c1=O	14	1	2	4	14	7	-23	3	-2	/	0
O=C(CCCc1nc(-c2ccccc2Cl)no1)NCc1cccnc1	-6	3	-3	17	-9	-18	-27	2	6	-6	3
Cc1cc(C)c(S(=O)(=O)Nc2ccc(C(N)=O)cc2)c(C)c1	-10	5	/	0	24	-7	-4	13	2	-4	7
Cc1csc(SCC(=O)Nc2cccc(C)c2C)n1	7	5	-5	0	-31	0	-20	-28	-9	-3	5
Brc1cnc(N2CCCCC2)nc1N1CCOCC1	13	-1	3	-13	3	-1	-17	-7	13	-3	4
CCN(CC)S(=O)(=O)c1ccc(N2CCOCC2)c(NC(=O)CN2C(=O)NC3(CCCC3)C2=O)c1	-18	/	5	-2	19	8	-22	5	2	-17	-22
CC(C)C(C(=O)Nc1nccs1)c1ccccc1 (stereo not drawn)	1	-1	0	22	10	-7	-4	13	-8	/	-2
C=CCC1(C(=O)N(C)Cc2ccccc2)CCN(C(=O)OC(C)(C)C)CC1	12	1	/	13	11	-9	-14	11	11	-4	7
O=C(NC(=S)NCc1ccccc1)c1cccs1	2	4	-1	3	-41	3	-18	1	-7	-2	-8
CCCCN(C(=O)CSc1ncn[nH]1)c1c(N)n(Cc2ccccc2)c(=O)[nH]c1=O	-2	5	12	16	14	16	15	13	/	-5	4

Assay outcomes deposited in PubChem by several laboratories.
